# GPR151 activ: activators of human GPR151, primary screen, cell-based, PathHunter beta-arrestin, luminescence. AID 1508602, 2020. 650,000 compounds, 1% hits. G-protein coupled receptor 151 (Homo sapiens), Q8TDV0. PathHunter beta-arrestin GPR151 cells. activation, % at 11.2 µM; in the data active means activation above about 4.9%;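 further: 0% = median of compound wells and 100% = cells with positive control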
# Target sequence (Q8TDV0 whole entry, looked up): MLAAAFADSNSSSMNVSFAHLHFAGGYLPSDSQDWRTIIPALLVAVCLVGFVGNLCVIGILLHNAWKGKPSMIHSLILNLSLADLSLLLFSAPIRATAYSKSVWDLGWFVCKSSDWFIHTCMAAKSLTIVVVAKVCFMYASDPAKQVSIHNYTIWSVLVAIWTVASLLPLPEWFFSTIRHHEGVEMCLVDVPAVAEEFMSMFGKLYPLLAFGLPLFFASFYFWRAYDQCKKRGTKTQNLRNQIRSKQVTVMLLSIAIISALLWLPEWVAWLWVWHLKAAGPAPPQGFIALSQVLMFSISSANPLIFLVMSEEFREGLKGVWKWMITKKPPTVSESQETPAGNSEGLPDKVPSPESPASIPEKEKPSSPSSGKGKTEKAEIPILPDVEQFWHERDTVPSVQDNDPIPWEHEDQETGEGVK
# FBW7 act: FBW7 E3 ligase activators, primary screen, biochemical, AlphaScreen, human. AID 1259310, 2017. AlphaScreen FBW7–phospho-cyclin E peptide binding, activator screen. normalized activity (activation), % at 26.1 µM. F-box/WD repeat-containing protein 7 (Homo sapiens), Q969H0. 650,000 compounds, 0.13% hits; in the data active means normalized activity above about 1.9%;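 further: purified mutant Fbw7 with reduced substrate affinity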
# TEAD-YAP block: TEAD-YAP interaction inhibition, primary screen, TEAD-YAP interaction inhibitor project, luminescence, HEK-TIYL cells. TEAD-Gal4/YAP UAS-luciferase luminescence. inhibition, % at 9.12 µM. 640,000 compounds, 1.4% hits; in the data active means inhibition above about 32%;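 further: 0% = median of test compound wells and 100% = reference inhibitor wells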
# MITF primary: MITF inhibitors, primary screen, biochemical, AlphaScreen, human. AID 1259374, 2018. inhibition, % at 2.6 µM. AlphaScreen MITF homodimerization, bead proximity signal. 650,000 compounds, 0.91% hits. Microphthalmia-associated transcription factor (Homo sapiens), O75030; in the data active means inhibition above about 50%;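 further: 0% = vehicle wells with protein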
# Target sequence (O75030 whole entry, looked up): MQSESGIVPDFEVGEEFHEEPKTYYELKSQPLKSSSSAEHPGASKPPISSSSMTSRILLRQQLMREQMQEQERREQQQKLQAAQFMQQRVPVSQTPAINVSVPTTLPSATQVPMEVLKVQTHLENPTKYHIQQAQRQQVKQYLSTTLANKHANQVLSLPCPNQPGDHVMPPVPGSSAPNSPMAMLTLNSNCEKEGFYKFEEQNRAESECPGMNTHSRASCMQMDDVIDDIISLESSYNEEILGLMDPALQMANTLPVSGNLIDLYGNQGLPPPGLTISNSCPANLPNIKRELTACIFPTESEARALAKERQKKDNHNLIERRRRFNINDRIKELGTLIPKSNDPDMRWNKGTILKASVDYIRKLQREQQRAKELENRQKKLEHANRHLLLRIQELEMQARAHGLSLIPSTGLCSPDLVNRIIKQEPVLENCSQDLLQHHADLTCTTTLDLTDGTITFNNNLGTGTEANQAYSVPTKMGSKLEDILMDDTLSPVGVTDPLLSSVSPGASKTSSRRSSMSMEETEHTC
# * marks the source's active call; other numbers are inactive results; · = not tested or not shown. This is a random part of the collection; overall some 3.4% were active at least once.
(1) CCOC(=O)c1c(NC(=O)c2ccc(S(=O)(=O)N3CC(C)CC(C)C3)cc2)sc2c1CC(C)(C)NC2(C)C (stereo not given)
(2) COc1cccc(N2C(=O)c3cccc4c(C(C)=O)ccc(c34)C2=O)c1
(3) Cc1ccc(C(=O)NCc2nc(-c3ccccc3)no2)c(C)c1
(4) CCc1cc2ccccc2nc1SCC(=O)Nc1nnc(C)s1
(5) COc1ccc(-n2c(=S)[nH]c3c(sc(=S)n3-c3ccc(Cl)c(C)c3)c2=O)cc1

entry no.,1,2,3,4,5
GPR151 activ,-0.5,-0.6,0.8,1.1,1.7
FBW7 act,-0.1,-0.1,0.0,0.0,-0.1
TEAD-YAP block,-5.2,8.3,-7.4,-0.7,0.2
MITF primary,-5.8,18.2,-14.2,1.7,3.8

(6) CCOC(=O)N1CCc2c(sc(NCc3ccc(OC)cc3)c2C(=O)Nc2ccc(OCC)cc2)C1
(7) CCOC(=O)CC(=O)CSc1nc2ccccc2c(=O)n1CCc1ccccc1
(8) CCc1ccc2nc(N3CCCN(C(=S)NCCCOC)CC3)c(C#N)cc2c1
(9) CCc1ccc(N(C)S(=O)(=O)c2ccc3[nH]cc(C(=O)NC(C)C)c(=O)c3c2)cc1
(10) CCCOC(=O)C1=C(C)NC2=C(C(=O)CC(c3ccccc3)C2)C1c1cc(Br)c(O)c(OCC)c1 (stereo not given)

entry no.,6,7,8,9,10
GPR151 activ,0.5,0.3,0.9,1.2,-0.7
FBW7 act,0.3,0.8,0.5,-0.1,1.7
TEAD-YAP block,3.6,-32.7,-2.0,1.1,21.7
MITF primary,8.4,8.2,-6.5,5.4,22.5

(11) Cc1ccc(NC(=O)NC2CC(C)(C)NC(C)(C)C2)cc1
(12) O=C(O)CCCNC(=O)/C(=C\c1ccc(Br)cc1)NC(=O)c1ccco1
(13) Cc1cccc(C(=O)NC(=S)Nc2ccc([N+](=O)[O-])cc2O)c1
(14) O=C(Oc1ccc(Br)cc1)c1cccc(N2C(=O)C3C4C=CC(C4)C3C2=O)c1 (stereo not given)
(15) O=C1CSC(=S)N1c1ccc(O)cc1

entry no.,11,12,13,14,15
GPR151 activ,0.3,0.2,-0.1,0.4,-0.8
FBW7 act,0.0,0.0,-0.6,0.1,0.2
TEAD-YAP block,-6.2,13.2,-19.2,13.3,1.3
MITF primary,-4.7,-5.0,19.9,0.2,5.7

# Numbers 1 to 15, quoted:
(1) CCOC(=O)c1c(NC(=O)c2ccc(S(=O)(=O)N3CC(C)CC(C)C3)cc2)sc2c1CC(C)(C)NC2(C)C (stereo not given)
(2) COc1cccc(N2C(=O)c3cccc4c(C(C)=O)ccc(c34)C2=O)c1
(3) Cc1ccc(C(=O)NCc2nc(-c3ccccc3)no2)c(C)c1
(4) CCc1cc2ccccc2nc1SCC(=O)Nc1nnc(C)s1
(5) COc1ccc(-n2c(=S)[nH]c3c(sc(=S)n3-c3ccc(Cl)c(C)c3)c2=O)cc1
(6) CCOC(=O)N1CCc2c(sc(NCc3ccc(OC)cc3)c2C(=O)Nc2ccc(OCC)cc2)C1
(7) CCOC(=O)CC(=O)CSc1nc2ccccc2c(=O)n1CCc1ccccc1

entry no.,1,2,3,4,5,6,7
GPR151 activ,-0.5,-0.6,0.8,1.1,1.7,0.5,0.3
FBW7 act,-0.1,-0.1,0.0,0.0,-0.1,0.3,0.8
TEAD-YAP block,-5.2,8.3,-7.4,-0.7,0.2,3.6,-32.7
MITF primary,-5.8,18.2,-14.2,1.7,3.8,8.4,8.2

(8) CCc1ccc2nc(N3CCCN(C(=S)NCCCOC)CC3)c(C#N)cc2c1
(9) CCc1ccc(N(C)S(=O)(=O)c2ccc3[nH]cc(C(=O)NC(C)C)c(=O)c3c2)cc1
(10) CCCOC(=O)C1=C(C)NC2=C(C(=O)CC(c3ccccc3)C2)C1c1cc(Br)c(O)c(OCC)c1 (stereo not given)
(11) Cc1ccc(NC(=O)NC2CC(C)(C)NC(C)(C)C2)cc1
(12) O=C(O)CCCNC(=O)/C(=C\c1ccc(Br)cc1)NC(=O)c1ccco1
(13) Cc1cccc(C(=O)NC(=S)Nc2ccc([N+](=O)[O-])cc2O)c1
(14) O=C(Oc1ccc(Br)cc1)c1cccc(N2C(=O)C3C4C=CC(C4)C3C2=O)c1 (stereo not given)

entry no.,8,9,10,11,12,13,14
GPR151 activ,0.9,1.2,-0.7,0.3,0.2,-0.1,0.4
FBW7 act,0.5,-0.1,1.7,0.0,0.0,-0.6,0.1
TEAD-YAP block,-2.0,1.1,21.7,-6.2,13.2,-19.2,13.3
MITF primary,-6.5,5.4,22.5,-4.7,-5.0,19.9,0.2

(15) O=C1CSC(=S)N1c1ccc(O)cc1

entry no.,15
GPR151 activ,-0.8
FBW7 act,0.2
TEAD-YAP block,1.3
MITF primary,5.7

# Later entries.
(16) O=C(Nc1cc(C(F)(F)F)ccc1Cl)c1ccc(NC(=O)C(F)(F)F)cc1
(17) Cc1sc(NC(=O)c2ccco2)c(CN2CCN(CCO)CC2)c1C
(18) COC(=O)CNC(=O)c1sc2nc(C)nc(N(C)c3ccc(C(C)C)cc3)c2c1C
(19) COc1ccc(S(=O)(=O)N2CCCC2C(=O)Nc2ccccc2Cl)cc1 (stereo not given)
(20) COc1cc(NC(=O)[C@H](N)c2ccc(F)cc2)c(F)cc1-c1cn[nH]c1

entry no.,16,17,18,19,20
GPR151 activ,2.2,25.1*,-0.1,1.2,3.0
FBW7 act,0.3,-0.2,-0.5,-0.1,-0.1
TEAD-YAP block,-13.6,14.1,-4.2,-3.7,0.0
MITF primary,16.6,0.6,-4.1,-3.3,10.7

(21) CCC(CC)CN1CCc2nnc(CNC(C)=O)n2CC1
(22) CCc1nc2sc3c(c2c(=O)n1-c1cccc(C)c1)CCCC3
(23) CSc1ccc(NC(=O)C2CC23CCN(Cc2ccc(F)cc2)CC3)cc1 (stereo not given)
(24) COC(=O)c1ccccc1NC(=O)N1CCN(S(=O)(=O)c2ccc(Cl)cc2)CC1
(25) CCCOc1ccc(C(=O)NC(=S)Nc2sc3c(c2C(N)=O)CCCCCC3)cc1

entry no.,21,22,23,24,25
GPR151 activ,0.4,2.0,-0.4,-0.7,-0.5
FBW7 act,0.0,-0.2,0.0,0.1,0.1
TEAD-YAP block,-7.0,-11.4,2.4,-0.6,-4.0
MITF primary,-6.5,-6.3,-3.2,2.9,9.1

(26) O=C(O)c1cc(S(=O)(=O)NCCOc2ccccc2)ccc1Cl
(27) CCCCN(CC)CCNC(=O)Cn1ncc2c1-c1ccccc1OC2
(28) CCc1ccc(NC(=O)CSc2nnc(-c3ccc(Cl)cc3Cl)o2)cc1
(29) O=[N+]([O-])c1cccc(COc2ccc(F)cc2)c1
(30) COc1ccc(C(=O)NC(=S)Nc2cc(C(=O)O)ccc2C)cc1

entry no.,26,27,28,29,30
GPR151 activ,1.6,3.5,0.5,-1.8,2.8
FBW7 act,0.0,-0.2,-0.1,-0.1,0.0
TEAD-YAP block,-1.9,11.6,11.6,-6.1,3.2
MITF primary,5.2,-1.7,-1.1,-0.7,5.7

(31) COC(=O)C(O)(c1cc(C)ccc1C)C(F)(F)F (stereo not given)
(32) O=C(Nc1nc(-c2ccc(Cl)c(Cl)c2)cs1)c1ccc(F)c(F)c1
(33) CCCN(CCOc1c(Cl)cc(Cl)cc1Cl)C(N)=O
(34) CC(C)C(=O)Nc1ccc2c(c1)C(=O)NC2=O
(35) COC(=O)c1cc(S(=O)(=O)NCc2ccccc2)c[nH]1

entry no.,31,32,33,34,35
GPR151 activ,-0.2,2.2,0.0,1.3,-1.0
FBW7 act,0.0,0.0,-0.1,0.1,0.0
TEAD-YAP block,3.2,-3.4,0.3,0.2,2.9
MITF primary,7.7,1.5,0.0,14.3,5.5

(36) CC1CCc2cc(F)ccc2N1C(=O)C1(C)CC1(Cl)Cl (stereo not given)
(37) COc1ccc2[nH]cc(CCNC(=O)c3cccc(Cl)c3)c2c1
(38) CN1CCCN(C(=O)C2CC23CCN(Cc2ccc4c(c2)CCCN4C)CC3)CC1 (stereo not given)
(39) CCOC(=O)N1CCC(N(CCN(C)C)C(=S)Nc2ccc(C)c(F)c2)CC1
(40) CCOc1cc(/C=C2/C(=N)N3C(c4ccccc4)=CSC3=NC2=O)ccc1OCc1ccccc1F

entry no.,36,37,38,39,40
GPR151 activ,-1.1,-0.6,-1.0,0.1,-0.1
FBW7 act,0.0,0.1,-0.2,0.0,-0.2
TEAD-YAP block,5.0,2.5,2.3,-2.1,-9.6
MITF primary,18.1,-4.6,-12.5,1.7,-7.7

(41) O=C(CCCn1c(=S)[nH]c2cc3c(cc2c1=O)OCO3)N1CCN(c2ccc(Cl)cc2)CC1
(42) COc1ccc(C(=O)CSc2nnc(Nc3ccccc3OC)s2)c(OC)c1
(43) CN1C=C(C(F)(F)F)C=C/C1=C(/C#N)c1nc2ccccc2s1
(44) CCc1cccc(C)c1NC(=O)COc1cccc(NC(C)=O)c1
(45) Cc1ccc2nc(SCC(=O)NC(C)c3ccccc3)[nH]c2c1 (stereo not given)

entry no.,41,42,43,44,45
GPR151 activ,0.1,0.6,3.1,0.8,0.6
FBW7 act,0.1,-0.2,0.1,-0.1,0.1
TEAD-YAP block,4.7,-0.2,-3.3,2.3,-3.8
MITF primary,14.3,10.9,-1.1,10.0,10.2

(46) COCCNC(=O)CSCc1cc(C)cc(C)c1
(47) O=C(Nc1cccc2ccccc12)C1CC(=O)N(c2ccc(F)cc2)C1 (stereo not given)
(48) O=C(N/N=C/c1ccc([N+](=O)[O-])o1)c1cc(Cl)ccc1Cl
(49) C=CCOc1ccc(/C(O)=C2/C(=O)C(=O)N(CCN(C)C)C2c2ccc(OC)cc2)c(C)c1 (stereo not given)
(50) Cc1cc(C(=O)COC(=O)c2ccccc2)c(C)n1CC(F)(F)F

entry no.,46,47,48,49,50
GPR151 activ,0.3,3.7,4.6,0.1,-2.7
FBW7 act,0.2,-0.1,-0.1,0.1,-0.1
TEAD-YAP block,0.7,-3.5,6.9,1.1,8.6
MITF primary,8.1,0.5,9.2,7.9,5.0

(51) CC1CN(C(=O)Cn2cc([N+](=O)[O-])cn2)CC(C)O1 (stereo not given)
(52) COc1ccccc1NC(=S)N1CCn2cccc2C1c1cccnc1 (stereo not given)
(53) CCCCOC(=O)Nc1ccc(S(N)(=O)=O)cc1
(54) COc1ccc2nc(NC(=O)Cn3cnc4sc(C)c(S(=O)(=O)N5CCOCC5)c4c3=O)sc2c1
(55) COc1ccc(-c2noc(N(C)CC(=O)Nc3ccc(Oc4ccccc4)cc3)n2)cc1

entry no.,51,52,53,54,55
GPR151 activ,-0.6,-0.4,-2.0,1.2,2.8
FBW7 act,0.2,0.2,0.5,-0.3,0.2
TEAD-YAP block,5.1,-2.3,-2.5,6.0,-4.5
MITF primary,22.2,-1.6,10.3,3.5,13.2

(56) COc1cc2c(cc1OC)CN(CC(O)COc1ccc(C)cc1)CC2 (stereo not given)
(57) CC1(C)CC2CC(C)(CN2C(=O)COC(=O)c2ccc[nH]c2=O)C1 (stereo not given)
(58) CCOc1ccccc1/C=N/n1c(C(F)(F)F)n[nH]c1=S
(59) Cc1ccc(NC(=O)c2cc3nc(-c4ccc(Cl)cc4)cc(C(F)(F)F)n3n2)cc1C
(60) O=C(NCCO)c1ccc(-n2ncc3cc(Nc4ccccc4Cl)ccc32)nc1

entry no.,56,57,58,59,60
GPR151 activ,-2.0,1.4,2.0,0.3,-0.5
FBW7 act,0.9,0.3,0.2,-0.2,0.0
TEAD-YAP block,-0.7,0.9,-0.2,-6.1,-13.8
MITF primary,-2.7,17.3,6.7,-3.6,-1.0

(61) CCC(=O)Oc1cccc(C(=O)Nc2ccccc2C(=O)O)c1
(62) COCCCNC(=O)C(C)n1c2ccccc2c2nc(=O)cc(C)n21 (stereo not given)
(63) Fc1cccc(-c2ccc(OCCN3CCOCC3)nc2)c1
(64) COC(=O)c1cc(-c2ccccc2)sc1NC(=O)CN1C(=O)c2ccccc2C1=O
(65) O=C(CCC(=O)n1ncc2ccc(Cl)cc21)N1CCCCCC1

entry no.,61,62,63,64,65
GPR151 activ,-5.0,2.2,-0.4,14.7*,0.9
FBW7 act,0.2,-0.2,-0.3,-0.2,0.0
TEAD-YAP block,8.6,1.1,-55.9,4.8,2.6
MITF primary,11.0,5.6,7.3,6.3,0.1

(66) C=CCN1C(=O)CC[C@@]23C1=NC(C(=O)OC)=C(C(=O)OC)[C@@H]2N(CC=C)c1ccccc13
(67) Cc1cc(C)nc(/N=C(\N)Nc2ccc([N+](=O)[O-])cc2C)n1
(68) O=C(NC(=S)Nc1ccc(S(=O)(=O)N2CCCCC2)cc1)c1ccccc1[N+](=O)[O-]
(69) CC(C)(C)c1ccc(C(=O)NCCNc2ccc(Nc3cccnc3)nn2)cc1
(70) COC(=O)[C@@H](NC1CCN(c2cccc(NC(=O)c3ccncc3)c2)CC1)c1ccccc1
(71) COc1ccc(NC(=O)Cn2ccn(-c3ccccc3)c(=O)c2=O)cc1
(72) COc1ccccc1C(=O)Nc1ccc(Cl)c(-c2nc3ccc(C)cc3o2)c1

entry no.,66,67,68,69,70,71,72
GPR151 activ,-1.5,2.3,-0.4,0.8,-0.7,-0.4,0.8
FBW7 act,-0.2,-0.1,-0.2,0.0,0.1,0.1,1.0
TEAD-YAP block,·,-1.2,7.9,-18.3,-3.0,1.8,-4.3
MITF primary,-1.0,0.3,8.6,-18.9,15.3,6.9,12.5
